Screening results from PubChem BioAssay.
SENP1 inh – inhibitors of human SENP1 SUMO protease catalytic domain; Q9P0U3; recombinant SENP1 catalytic domain, CyPet-SUMO1-YPet FRET cleavage; inhibition, % at 10 µM; 0.21% of 360,000 active;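 active = inhibition at least 30% at 10 µM, raw YFP signal under a set limit, fluorescence ratio 0.5 to 1.5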;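 note: 0% = enzyme with DMSO and 100% = no enzyme wells; some results filed as inactive read as strong as hits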
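Material: hSENP1 catalytic domain, recombinant; medium: Tris pH 8 with BME, BSA, NP40 and catalase; compound: single concentration of 10 µM compound, 0.5% DMSO final; technique: FRET read of cyan and yellow fluorescence; timing: 50 min enzyme reaction, room temperature, light-protected; reagent: SFCypet-SUMO1-SFYpet substrate at 25 nM; control set: no-enzyme low, enzyme-DMSO high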
HKDC1 inhibitor – HKDC1 (human) hexokinase inhibition. recombinant HKDC1, G6PDH/diaphorase resazurin coupled fluorescence. Q2TB90. 0.16% of 340,000 active. inhibition, % at 20 µM;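 active = inhibition above about 35% when tested at 20 µM, limit read from the data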;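 note: plate controls were DMSO wells with enzyme for no effect and DMSO wells lacking enzyme for full effect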
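Assay system: recombinant HKDC1 hexokinase; detection: coupled resazurin fluorescence, excitation 525 nm, emission 613 nm; benchmarks: DMSO-plus-enzyme-mix negative control, buffer-substituted positive control; compound dosing: single 20 µM dose; schedule: 90 min at room temperature in dark; also added: glucose plus 1 mM ATP as hexokinase substrates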
NALP3 yeast inh – NALP3 inhibition in yeast | Yeast reconstituted NLRP3/ASC/caspase-1, beta-gal luminescence, 24 h | 0.39% of 330,000 active | inhibition, % at 10 µM | AID 2825;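 active = inhibition of 50% or more; inactive = inhibition below 50%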;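 note: plate controls were induced DMSO wells for no effect and uninduced yeast grown without galactose for full effect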
SENP7 block – SENP7 protease inhibition. recombinant SENP7, Z-RLRGG-aminoluciferin luminescence, 40 min. Q9BQF6. inhibition, % at 5 µM. 1.5% of 330,000 active;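 active = inhibition above about 50% at the single test dose, limit read from the data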;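 note: plate controls were DMSO with enzyme for no effect and no enzyme buffer wells for full effect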
Target sequence (Q9BQF6 706-1050 limits assumed): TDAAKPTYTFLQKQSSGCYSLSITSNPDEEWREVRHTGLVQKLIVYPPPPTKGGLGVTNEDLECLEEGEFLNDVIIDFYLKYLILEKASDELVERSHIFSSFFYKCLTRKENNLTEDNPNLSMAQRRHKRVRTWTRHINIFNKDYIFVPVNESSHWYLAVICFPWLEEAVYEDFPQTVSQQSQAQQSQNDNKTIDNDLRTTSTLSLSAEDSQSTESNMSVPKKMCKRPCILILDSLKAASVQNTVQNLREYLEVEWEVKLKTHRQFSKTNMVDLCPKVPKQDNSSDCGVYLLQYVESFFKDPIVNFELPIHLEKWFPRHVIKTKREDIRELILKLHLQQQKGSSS
SENP8 block-1 – inhibitors of human SENP8 protease; Q96LD8; recombinant SENP8, Nedd8 substrate fluorescence; inhibition, % at 20 µM; 0.64% of 360,000 active; AID 602440; in the data active = inhibition mostly above about 40%, no sharp cut-off; inactive = mostly below about 27%
PfG6PD inh – PfG6PD (Plasmodium falciparum) enzyme inhibition; inhibition, % at 20 µM; 0.78% of 350,000 active; AID 504690; PfGluPho enzyme, NADPH resazurin-diaphorase fluorescence;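 active = inhibition reaching at least a set limit at 20 µM in the primary screen, cut at about 59% in these data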;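 note: 0% = DMSO wells with substrate and 100% = DMSO wells lacking glucose-6-phosphate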
SENP8 block-2 – SENP8 protease inhibition. purified SENP8, Z-RLRGG-aminoluciferin cleavage, luminescence. inhibition, % at 10 µM. 1.2% of 330,000 active. AID 2540; in the data active = inhibition above about 50%
SENP6 block – SENP6 protease inhibition | 1.8% of 330,000 active | Recombinant SENP6 catalytic domain, aminoluciferin luminescence | AID 2599 | Q9GZR1 | inhibition, % at 10 µM;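 active = inhibition above about 50% at the single tested dose, limit read from the data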;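 note: plate controls were DMSO wells with enzyme for no effect and DMSO wells lacking enzyme for full effect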
Target sequence (Q9GZR1 628-1112 limits assumed): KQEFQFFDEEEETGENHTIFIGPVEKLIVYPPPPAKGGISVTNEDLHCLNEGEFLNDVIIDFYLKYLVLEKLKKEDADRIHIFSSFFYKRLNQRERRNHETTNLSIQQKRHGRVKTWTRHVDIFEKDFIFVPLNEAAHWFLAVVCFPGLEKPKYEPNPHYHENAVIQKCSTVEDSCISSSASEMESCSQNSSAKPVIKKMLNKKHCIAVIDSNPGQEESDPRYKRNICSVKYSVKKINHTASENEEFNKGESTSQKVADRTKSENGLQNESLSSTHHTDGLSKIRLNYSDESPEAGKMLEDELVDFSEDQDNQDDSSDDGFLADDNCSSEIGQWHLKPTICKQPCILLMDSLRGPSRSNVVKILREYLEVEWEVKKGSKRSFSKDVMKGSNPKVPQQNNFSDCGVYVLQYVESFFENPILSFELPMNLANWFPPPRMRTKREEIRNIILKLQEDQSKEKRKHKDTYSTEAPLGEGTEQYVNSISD
Apaf-1 inh – inhibitors of human Apaf-1 apoptosome | reconstituted apoptosome caspase-3 activity, DEVD-Rh110 fluorescence | inhibition, % at 20 µM | 0.71% of 330,000 active | AID 489030; active = inhibition of at least 40% at 20 µM;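 note: plate controls were DMSO wells for no effect and DEVD-CHO caspase inhibitor wells for full effect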
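System: Apoptosome proteins | Medium: Hepes pH 7.5 with detergent and BSA | Also added: Cytochrome c trigger plus (Z-DEVD)2-Rh110 caspase-3 substrate | Incubation: 30 min compound preincubation, 50 min activation, room temperature | Detection: Rhodamine 110 fluorescence at Ex 480/Em 540 nm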
Numbers without * were called inactive; / = no result given.

SMILES	SENP1 inh	HKDC1 inhibitor	NALP3 yeast inh	SENP7 block	SENP8 block-1	PfG6PD inh	SENP8 block-2	SENP6 block	Apaf-1 inh
CCCN(CC(=O)Nc1ccccc1C)C(=O)c1ccc(-c2ccc(C(C)=O)cc2)o1	1	-3	10	9	-428	0	-7	-7	12
Cc1ccc(NS(=O)(=O)c2ccc3[nH]c(=O)[nH]c3c2)c(C)c1	-1	16	13	-3	27	-8	-4	-10	-6
O=C(NCCc1cn2ccsc2n1)C1CCCCC1	-3	-6	9	2	-2	22	-1	-8	-9
CCOc1nc(NCCO)nc(Nc2cc(Cl)ccc2OC)n1	2	0	-2	-8	17	-9	-10	-6	-5
Cn1cccc1C(C#N)c1cccc(F)c1C#N (stereo unspecified)	-1	-7	12	3	8	-3	-2	8	12
Cc1ccccc1CS(=O)(=O)Cc1ccc(C(=O)NCCCN2CC(C)CC(C)C2)o1 (stereo unspecified)	3	-8	-2	2	21	12	-1	4	-15
CC(C)(C)c1ccc(C(=O)NCCC(=O)NCc2cccs2)cc1	1	-5	19	21	-2	2	-13	-12	19
Cc1ccc(CNC(=O)CSCc2ccccc2F)cc1	1	6	26	5	3	-4	0	-10	-3
COc1ccc(OC(C)C(=O)N2CC(C)OC(C)C2)cc1 (stereo unspecified)	2	0	-8	-1	15	-6	-3	-15	-23
Cc1nc(SCc2nc3ccccc3[nH]2)c2oc3cc([N+](=O)[O-])ccc3c2n1	-12	6	37	6	-42	4	-2	-15	24
Cc1ccc(OCC(O)CN2CCCC2)cc1 (stereo unspecified)	0	-2	13	-1	16	-10	-1	9	-18
O=C(Oc1ccc(-c2nnco2)cc1)c1ccco1	3	-3	12	8	17	14	-6	-4	7
CNCC(O)CN1CCN(c2ccccc2OC)CC1 (stereo unspecified)	2	3	15	5	11	-22	-5	-25	1
CC(C)c1cc(CNC(=O)CC2C(=O)NCCN2CC2CCCCC2)on1 (stereo unspecified)	-5	-7	13	4	-47	-3	-4	-21	6
Cn1cccc1C(C(=O)NC1CCCCC1)N(C(=O)Cc1cccs1)c1ccc2c(c1)OCO2 (stereo unspecified)	3	-9	-11	9	7	-18	0	-2	-8
Cc1c(C)c(C)c(S(=O)(=O)N2CCNCC2)c(C)c1C	0	3	4	7	6	-2	-7	-2	3
CCC1(C)Cc2ccccc2-c2nc(-c3ccccc3)oc(=O)c21 (stereo unspecified)	1	3	0	-3	0	1	-7	-13	14
COc1cccc(-n2c(COc3ccc(C)cc3)nnc2SCC(N)=O)c1	2	-8	-16	17	0	8	-12	-7	-12
COc1ccccc1NC(=O)c1ccc(NC(=O)C2CC2C)cc1 (stereo unspecified)	1	6	6	-1	5	-2	-11	-15	1
CC(NC(=O)NCCCn1ccnc1)(C(F)(F)F)C(F)(F)F	-2	-2	6	2	6	-1	4	-21	-3
Cc1ccc(S(=O)(=O)c2nc(S(C)(=O)=O)sc2N2CCCCCC2)cc1	1	-4	-6	-11	14	4	-3	1	13
COc1ccc(N(CC(=O)NCc2ccco2)S(=O)(=O)c2c(C)nn(C)c2C)cc1	-1	-6	17	2	12	6	-3	-4	8
O=C(N/N=C\c1ccc(-c2ccc([N+](=O)[O-])cc2)o1)C1COc2ccccc2O1 (stereo unspecified)	-29	1	16	-8	-123	-8	-7	-19	14
CCOc1ccc(C(=O)Nc2nnc(C3=COCCO3)o2)cc1	2	2	-1	-22	-3	-13	-14	-35	0
CC1(c2nnc(-c3ccc(F)cc3)o2)CC(c2cccnc2)=NO1 (stereo unspecified)	-5	-3	21	1	15	8	4	-14	-10
SMILES	SENP1 inh	HKDC1 inhibitor	NALP3 yeast inh	SENP7 block	SENP8 block-1	PfG6PD inh	SENP8 block-2	SENP6 block	Apaf-1 inh
CCC(=O)Nc1ccc(N2CCC(C)CC2)cc1	1	0	20	8	17	6	-7	-15	-1
O=C(NC(=S)Nc1cc(Cl)ccc1N1CCOCC1)c1ccccc1[N+](=O)[O-]	2	3	32	-7	10	11	-2	17	7
O=C(c1cc2nc(-c3ccco3)cc(C(F)(F)F)n2n1)N1CCN(c2ccccc2)CC1	-21	-7	8	1	-51	-2	8	0	9
CC(C)(C)c1ccc2c(c1)OC(C(=O)N/N=C\c1ccc[nH]1)CO2 (stereo unspecified)	-1	0	10	-1	15	-11	2	1	20
COc1ccccc1N1CCN(C(=O)CCCCn2c(=O)[nH]c3ccsc3c2=O)CC1	-2	-1	-2	8	18	12	9	-15	-10
CCC(Oc1ccc(F)cc1)C(=O)N1CCCCCCC1 (stereo unspecified)	1	-3	15	10	11	-12	5	-10	-17
Cc1ccc(S(=O)(=O)N(CC(O)CN2CCCCC2)c2ccccc2)cc1 (stereo unspecified)	2	4	17	2	16	-13	-3	-3	11
O=C1c2ccccc2C(=O)N1OCCCN1C(=O)c2ccccc2S1(=O)=O	-1	-1	/	/	10	-2	/	/	/
Cc1c(OC(C)C(=O)NCC(O)c2ccccc2)ccc2c3c(c(=O)oc12)CCC3 (stereo unspecified)	-18	7	10	1	-228	-5	4	13	1
Cn1c(=O)n(CC(=O)NCC2CCCO2)c(=O)c2c3c(sc21)CCCC3 (stereo unspecified)	1	2	4	9	12	-3	6	9	3
COCCCN1C(=O)C(=O)/C(=C(/O)c2ccc(S(=O)(=O)N3CCCCC3)cc2)C1c1ccc(F)cc1 (stereo unspecified)	2	-3	-2	-9	24	-42	-5	-22	13
O=C(CN(C(=O)c1csnn1)c1ccc(F)cc1)NCCc1ccccc1	0	-6	5	8	18	25	3	-12	-2
CC(NC(=O)C(=O)Nc1nccs1)c1ccccc1 (stereo unspecified)	3	-7	9	1	10	-15	3	0	-9
O=C(c1cn(-c2ccccc2)nc1-c1cccs1)N1CCN(c2ccccc2)CC1	1	0	6	-6	21	16	-2	-6	12
CCOC(=O)COc1ccc(Br)cc1/C=C/c1[nH]c(=O)[nH]c(=O)c1[N+](=O)[O-]	3	23	5	2	10	-4	0	-3	25
CCN1C(=O)[C@H]2[C@@H](c3ccc(C)cc3)N3C(=O)N(c4cccc(Cl)c4)C(=O)[C@@]3(Cc3ccc(Cl)cc3)[C@H]2C1=O	0	10	22	3	10	20	4	13	21
C=CCN1C(=O)/C(=C\c2cccc(OC(=O)c3ccco3)c2)SC1=S	2	-1	22	12	17	9	0	10	17
CSc1ccc(Cl)c(C(=O)OCC(=O)NCc2ccco2)c1	1	-1	6	5	-36	15	-6	-14	17
CCCCNC(=S)N/N=C/c1ccc(C)s1	-1	-9	8	-5	-38	11	0	8	14
CCC(C(=O)NC1CCCC1)N(C(=O)Cn1nnc(-c2ccc(C)o2)n1)c1ccccc1OC (stereo unspecified)	-1	-6	6	-6	9	-7	-5	-8	8
COC(=O)c1ccc(NC(=O)CSCc2ccccc2)cc1	2	-1	33	1	0	0	7	10	-4
COc1ccc(NS(=O)(=O)c2cc(N/C(=N\S(=O)(=O)c3ccccc3)c3ccc(F)cc3)ccc2Cl)cc1	3	3	-2	-2	8	1	-4	7	10
O=C(NC(=S)Nc1cccc(O)c1)C1CCCCC1	-2	-4	-10	7	13	-9	0	8	4
CCCc1nnc(SCC(=O)Nc2ccc(OC)cc2)o1	1	-3	21	2	4	16	0	-16	1
CCN(CC)C(c1ccc(F)cc1)c1nnnn1C1CCCCC1 (stereo unspecified)	1	-1	21	-9	7	4	-13	0	12
SMILES	SENP1 inh	HKDC1 inhibitor	NALP3 yeast inh	SENP7 block	SENP8 block-1	PfG6PD inh	SENP8 block-2	SENP6 block	Apaf-1 inh
CCCCN(CC)CCCNC(=O)C1c2ccccc2C(=O)N(C)C1c1cn(C)c2ccccc12 (stereo unspecified)	2	-1	-6	-2	23	-22	-5	-4	-4
CC1CCN(c2ccc3nnc(CCC(=O)NCCCOC(C)C)n3n2)CC1	0	1	0	12	7	3	4	3	2
CCc1noc(C)c1C(=O)Nc1ccc(S(=O)(=O)N2CCCCC2)cc1	1	7	12	10	-41	6	4	-1	4
O=C(N/N=C/c1cccc(Oc2ccccc2)c1)c1cccc(O)c1	-1	0	-8	38	5	20	37	60*	20
O=C(Nc1ncn[nH]1)c1ccc(Cl)c(S(=O)(=O)N2CCCCCC2)c1	6	-7	2	2	8	-41	2	2	-10
O=C(Nc1cccc(S(=O)(=O)N2CCCCC2)c1)c1ccc2c(c1)OCO2	2	-1	-16	-8	5	13	-16	-12	15
COc1ccc(C(=O)N(C)CCCC2CCCC2)cc1OC1CCN(C(C)C)CC1	0	-3	6	1	0	-1	5	2	14
CCc1ccc(NC(=O)CNS(=O)(=O)c2c(C)noc2C)cc1	5	3	10	7	23	0	-4	-6	-7
Cc1cccc(CCNC(=O)Cc2ccc(NC3=NC4CS(=O)(=O)CC4S3)cc2)c1 (stereo unspecified)	4	-4	-10	0	8	5	3	-10	-9
CC(CN1CCOCC1)OC(=O)COc1ccc(F)cc1 (stereo unspecified)	2	6	11	-2	13	3	-2	-12	14
Cc1cc(=O)n2nc(N3CCC(C(=O)NCc4ccccc4Cl)CC3)sc2n1	-1	-5	15	-8	13	-14	-14	-17	3
CCCCc1c(O)nc(SCC(=O)NCCc2ccc(OC)c(OC)c2)[nH]c1=O	0	-7	11	-9	0	1	-6	-14	-6
CC1CCN(S(=O)(=O)c2cccc(-c3cn4cc(Cl)ccc4n3)c2)CC1	0	-10	64*	3	-132	-5	-4	-23	12
CC(C)(C)OC(=O)NCCCC[C@H](NC(=O)c1[nH]cnc1C(=O)N[C@@H](Cc1ccccc1)C(=O)OCc1ccccc1)C(=O)OC(C)(C)C	0	1	10	-1	4	29	8	-5	21
COc1ccc(NC(=O)Cn2nnc(C(=O)NCCc3ccc(OC)c(OC)c3)c2N)cc1	0	-4	-7	3	7	0	4	-1	1
CC1(C)CC2(CCO1)CNC(=O)O2 (stereo unspecified)	2	-8	-8	-4	15	-2	-7	2	-13
